Bioassay records deposited in PubChem BioAssay by Fisher Drug Discovery Resource Center.
mcGAS lum: cyclic GMP-AMP synthase inhibitors, mouse, primary biochemical chemiluminescence. recombinant cGAS, Kinase-Glo ATP depletion luminescence. inhibition, % at 12.5 µM. 0.15% of 160,000 active;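 also: 0% = negative control wells and 100% = reference inhibitor with no enzyme activity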
NPYLR7 ag: agonists of mosquito NPYLR7 receptor, primary screen, cell-based, Aedes aegypti, calcium fluorescence, mosquito biting behavior | 0.15% of 270,000 active | HEK293T NPYLR7/Galpha15, GCaMP6s calcium fluorescence | AID 1259423, 2018 | activation, % at 10 µM | Aedes aegypti neuropeptide Y-like receptor 7 (NPYLR7); in the data active = activation above about 40%;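 also: 0% = vehicle and 100% = reference agonist at the receptor; some compounds past the cut are filed as inactive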
hcGAS inh: Primary biochemical luminescence assay for human cyclic GMP-AMP synthase inhibitors. recombinant h-cGAS, ATP depletion, Kinase-Glo luminescence. inhibition, % at 12.5 µM. Q8N884. 0.081% of 290,000 active;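 also: 0% = vehicle reaction and 100% = reaction without DNA for no activity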
Target sequence (Q8N884 whole entry, looked up): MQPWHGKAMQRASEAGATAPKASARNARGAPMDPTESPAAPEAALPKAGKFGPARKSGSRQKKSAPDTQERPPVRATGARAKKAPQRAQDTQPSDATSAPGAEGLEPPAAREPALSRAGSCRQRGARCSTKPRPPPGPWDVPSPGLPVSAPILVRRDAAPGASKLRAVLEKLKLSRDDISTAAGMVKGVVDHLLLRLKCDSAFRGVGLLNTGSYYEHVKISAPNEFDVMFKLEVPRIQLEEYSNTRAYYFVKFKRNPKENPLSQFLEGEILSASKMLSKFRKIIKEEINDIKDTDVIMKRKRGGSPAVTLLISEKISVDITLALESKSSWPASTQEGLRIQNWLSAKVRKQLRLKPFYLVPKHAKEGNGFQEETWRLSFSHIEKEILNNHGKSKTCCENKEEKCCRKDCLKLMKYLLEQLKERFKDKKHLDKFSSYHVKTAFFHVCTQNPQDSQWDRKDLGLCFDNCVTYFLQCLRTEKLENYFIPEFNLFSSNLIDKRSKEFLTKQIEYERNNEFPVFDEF
* marks the source's active call; other numbers are inactive results; x = no result given; & = joins results of further samples. Rule as the data show it, unless noted: active = inhibition above about 40%; inactive = the rest.

Sequence of screens – mcGAS lum | NPYLR7 ag | hcGAS inh
CCN(CC)C(CNc1nnc(-c2ccccc2)nn1)c1ccccc1Cl (stereo not given)
→ x | 5.4 | 7.7
O=C(Nc1ccc(C(F)(F)F)cc1)N1CCN(CCN2C(=O)CSC2c2ccc(C(F)(F)F)cc2)CC1 (stereo not given)
→ 0.7 | -8.9 | -2.0
Cc1[nH]c2ccccc2c1C1CC(=O)N(c2ccccc2)C1=O (stereo not given)
→ x | 1.3 | 1.5
COc1ccc(C)cc1CSc1nncs1
→ x | 9.1 | -13.9
COCCn1c(C)cc(C(=O)COC(=O)Cn2nc(C)c([N+](=O)[O-])c2C)c1C
→ x | 12.1 | -11.3
COc1ccccc1OCC1CN(C(=O)c2c(F)cccc2Cl)CCO1 (stereo not given)
→ x | 21.7 | -5.9
c1csc(-c2nc3ccccn3c2NC2CCCCC2)c1
→ -1.7 | 3.5 | -2.6
Cc1nc(CC(=O)NC(C)c2cn3ccsc3n2)cs1 (stereo not given)
→ x | 7.3 | 1.9
CCN(CC)CCN(c1ccc2c(c1)OCCO2)S(=O)(=O)c1ccc(C)cc1
→ x | -5.8 | -1.9
COc1cccc(OC)c1C(=O)N1CCN(C(c2ccccc2)c2ccc(Cl)cc2)CC1 (stereo not given)
→ -5.1 | 23.4 | -8.0
C=CCOC(=O)C1=C(C)NC2=C(C(=O)CCC2)C1c1ccc(OCCC)c(OC)c1 (stereo not given)
→ x | 6.3 | -2.0
Cc1ccn(-c2ccc(N3CCN(S(=O)(=O)c4ccc(Oc5ccccc5)cc4)CC3)nn2)n1
→ -10.1 | -6.9 | -4.4
CC(C)(C)C(=O)N1CCOc2ccc(Nc3ccc(C#N)cn3)cc21
→ x | -1.1&1.8 | 0.5&-7.8
Cc1nc2sccn2c(=O)c1NC(=O)c1ccccc1Br
→ -6.9 | 12.9 | -9.3
Cc1ccc(CN(Cc2ccccc2)C(=O)CN(CC2CCCO2)S(=O)(=O)c2ccc(Br)cc2)o1 (stereo not given)
→ 0.7 | -3.5 | -1.4
COC(=O)[C@@H]1C[C@H](NC(=O)CCn2cnc3ccccc3c2=O)CN1C
→ -17.0 | x | -4.3
COc1ccc(CN(CCc2c[nH]c3ccccc23)C(=O)CN(C(=O)c2cccc(Br)c2)C2CC2)cc1OC
→ 0.6 | -7.1 | -2.8
CCCc1c(C(=O)O)cnn1CCO
→ x | -0.2 | -6.9
c1ccc(NN=C2CCCCCCC2)nc1
→ x | 0.4 | -3.0
COCCn1c(C)cc(C(=O)COC(=O)c2ccc(Br)o2)c1C
→ x | -1.5 | -9.0
O=C(Cc1ccc(Cl)cc1)N1CCC(n2c(Cc3ccccc3)nc3ccccc32)CC1
→ -6.8 | -5.9 | -6.0
Brc1ccc(-c2cn3c(n2)SCC3)cc1
→ -1.1 | -2.8&1.1 | -12.1&2.6
CN1CCNC(=O)C12CCN(C(=O)c1ccc(-n3cnnn3)cc1)CC2
→ -2.2 | 2.7 | 0.0
Cc1cnc(CN(C)C(=O)CC(c2ccccc2)c2ccc3c(c2)OCO3)[nH]1 (stereo not given)
→ x | -0.4 | -3.5
CCOC(=O)CS(=O)(=O)C(C)CC (stereo not given)
→ x | 4.1 | 0.2
Cc1nc(Cl)cc(N(C)CC2CCC2)n1
→ x | 17.2 | -10.9
Cc1cccc(NC(=O)CSc2nc3c(c(=O)n2Cc2ccccc2)SC(C)C3)c1 (stereo not given)
→ x | -1.1 | -5.8
C/C(=N\NC(=O)c1cc(-c2cccc([N+](=O)[O-])c2)n[nH]1)c1cccc(O)c1
→ x | 2.5 | -2.0
CCOC(=O)c1c(NC(=O)C2CC2)sc(C(=O)NC2CCCC2)c1C
→ x | 6.8 | -7.6
O=C(NC1CCCCC1)C1CC1
→ -5.2 | 5.6 | -4.9
O=c1c2ccccc2oc2nc(-c3ccc(F)cc3)n(-c3ccccc3)c(=O)c12
→ x | 6.6 | -6.5
CCOc1cc2c(cc1OCC)CN(C(=O)c1cc(F)cc3[nH]cnc13)CC2
→ -15.8 | 3.7 | -1.5
Cc1cn2c3c(=O)n(C)c(=O)n(C)c3nc2n1-c1ccc(F)cc1
→ -3.1 | 2.2 | 1.5
CC(NCc1c(O)ccc2c1oc(=O)c1ccccc12)C(=O)O (stereo not given)
→ -7.7 | -9.7 | -2.9
O=C1C(OCC2CC2)C2(CCCCC2)N1C1CCNCC1 (stereo not given)
→ -0.8 | x | 12.0
COCCN(Cc1ccc(F)cc1)CC(O)c1ccccc1 (stereo not given)
→ -8.7 | -2.4 | -6.5
Cc1cc(=O)c(C(=O)NCCOc2ccc(Cl)cc2)nn1-c1ccc(Cl)cc1
→ -1.1 | 5.3 | 1.8
O=C(NCc1ccsc1-n1cccc1)c1cccc(F)c1
→ x | 7.4 | -8.4
CN(C)C(=O)CCCC(=O)NC1c2ccccc2Oc2ccccc21
→ x | 2.7 | -16.4
Cc1sc2nc(NCC(C)O)n3nc(-c4ccccc4)nc3c2c1C (stereo not given)
→ x | -0.7 | -7.3

Given with each value named: 4 of the compounds above.
CN1CCNC(=O)C12CCN(C(=O)c1ccc(-n3cnnn3)cc1)CC2
  mcGAS lum: -2.2
  NPYLR7 ag: 2.7
  hcGAS inh: 0.0
Cc1cnc(CN(C)C(=O)CC(c2ccccc2)c2ccc3c(c2)OCO3)[nH]1 (stereo not given)
  mcGAS lum: x
  NPYLR7 ag: -0.4
  hcGAS inh: -3.5
CCOc1cc2c(cc1OCC)CN(C(=O)c1cc(F)cc3[nH]cnc13)CC2
  mcGAS lum: -15.8
  NPYLR7 ag: 3.7
  hcGAS inh: -1.5
Cc1cc(=O)c(C(=O)NCCOc2ccc(Cl)cc2)nn1-c1ccc(Cl)cc1
  mcGAS lum: -1.1
  NPYLR7 ag: 5.3
  hcGAS inh: 1.8

Later entries
Sequence of screens – mcGAS lum | NPYLR7 ag | hcGAS inh
COc1cc(-c2nnc(SCCc3ccccc3)o2)cc(OC)c1OC
→ x | 3.7 | 1.8
COc1cc2c(cc1CN1CCC(N3CCCC(O)C3)CC1)OCO2 (stereo not given)
→ -9.4 | -0.1 | -6.1
OC(COc1ccc2cc(Br)ccc2c1)Cn1ccnc1 (stereo not given)
→ x | -4.3 | -6.6
CCOP(=O)(CCCCNC(=O)c1ccc(SC(F)(F)F)cc1)OCC
→ -5.8 | -6.3 | -5.2
CCn1c(C2CCN(C(=O)c3cc(CC(C)C)no3)CC2)nn(C)c1=O
→ -8.7 | 19.0 | -2.4
CC(C)c1cc(C(=O)NN2C(=O)C3CCCCC3C2=O)cs1 (stereo not given)
→ x | -1.3 | -7.9
O=C(C1CCCC1)N(Cc1ccco1)Cc1nccn1Cc1cccc(C(F)(F)F)c1
→ 14.5 | 25.5 | -5.9
COc1cc2c(cc1CN1CCc3[nH]nc(-c4ccccc4F)c3C1)OCO2
→ -10.9 | 8.3 | -7.2
COc1cc(NCC(c2ccccn2)N2CCOCC2)ncn1 (stereo not given)
→ -7.6 | 21.4 | -6.3
Cn1c(C2C(=N)N(c3ccccc3)CC2=O)[n+](C)c2ccccc21 (stereo not given)
→ x | 6.6 | -5.4
Cc1[nH]c(/C=C2\C(=O)Nc3ccc(S(=O)(=O)Cc4c(Cl)cccc4Cl)cc32)c(C)c1C(=O)N1CCC[C@@H]1CN1CCCC1
→ x | 20.1 | 63.1*
c1coc(CNCc2cn[nH]c2-c2cccs2)c1
→ -1.5 | 4.6 | -2.5
CSc1ccc(C(=O)CC(C)(C)C(=O)NC2CCC(C)CC2)cc1 (stereo not given)
→ -1.8 | -11.6 | -3.7
COc1ccc2cc(C(=O)NCC3(O)CCCNCC3)n(C)c2c1 (stereo not given)
→ x | 19.3 | -5.6
CNC(=O)OCc1cccc(COC(=O)NC)n1
→ x | -15.8 | -0.3
CCc1cc(N2CCN(c3ccccc3F)CC2)nc(SCc2ccc(C(=O)NCCc3ccccn3)cc2)n1
→ -4.3 | 17.4 | -7.7
NC(=O)NC(=O)C(Nc1ccc(N2CCCCC2)cc1)c1ccccc1 (stereo not given)
→ -5.2 | 9.5 | -5.2
C=C(C)CSc1nnc2c3sc4nc(N5CCOCC5)c5c(c4c3ncn12)CC(C)(C)OC5
→ x | -2.0 | -11.1
COc1ccccc1C(=O)Nc1ccnn1C1CCN(C(=O)Cn2ccc(C)n2)CC1
→ -2.7 | -4.6 | -11.1
Cc1cc(-c2ccccc2C(F)(F)F)nc(N)n1
→ x | 0.4 | -8.9
CCc1nnc(NC(=O)CCN2C(=O)c3ccccc3C2=O)s1
→ x | -7.3 | 0.9
COc1cccc([C@@H](C)NC(=O)c2c(C)noc2-c2ccc(C(C)(C)C)cc2)c1
→ -3.5 | 3.8 | -4.8
COc1ccc(CCN(C)C(=O)C2CCN(c3ncc(C(F)(F)F)cc3Cl)CC2)cc1OC
→ -4.7 | -1.6 | -2.7
CC(=O)c1ccc(N2CCN(S(=O)(=O)c3cccc(Cl)c3)CC2)c(F)c1
→ -5.1 | 2.1 | -6.3
CN(Cc1cnn(-c2ccccc2)c1)S(=O)(=O)c1cc(Cl)cc(Cl)c1
→ -8.6 | 2.3 | -1.6
CN(CCNC1CCN(Cc2ccccc2)CC1)S(C)(=O)=O
→ x | -0.3 | -2.7
C=C(C)COc1ccccc1CN1[C@@H]2CC[C@H]1CNC(=O)C2
→ x | -1.4 | -0.8
C=CCNS(=O)(=O)c1cccc(C(=O)N(C)CCCC)c1
→ x | 0.3 | -11.5
O=C(Nc1ccc(F)c(F)c1)N1CCC2(CC1)SCCN2C(=O)c1ccc(F)cc1
→ 0.3 | -4.5 | 0.6
Cc1ccsc1CN(CC(C)C)C(=O)C1CCN(Cc2cccn2C)CC1
→ x | -5.1 | -7.7
Cc1nonc1NC(=O)c1cccc(Br)c1C
→ 0.9 | 1.4&-0.3 | -3.6&4.8
COc1ccc(CC(=O)N2CCN(c3ccc(-n4cccn4)nn3)CC2)cc1
→ 0.8 | -4.9 | 4.5
Cc1cc(C)n2cc(CSc3nnc(SCc4cn5c(C)cc(C)nc5n4)s3)nc2n1
→ x | -1.5 | -7.6
Cc1cc(C)nc(-n2nccc2N)n1
→ x | 4.5 | -8.5
COc1cc(/C(C#N)=C/N2CCOCC2)c([N+](=O)[O-])cc1OC
→ -8.1 | -10.9 | -5.9
CCN(CC)c1ccc(CN(Cc2ccc(F)cc2)C(=O)C2CCC2)c(OS(C)(=O)=O)c1
→ -9.4 | -7.8 | -4.0
Cc1cccc(OCCN(C)C(=O)C2CSC3(C)CCC(=O)N23)c1 (stereo not given)
→ -15.1 | 7.8 | -10.6
CSc1ccc(OCc2nnc(-c3cccs3)o2)cc1
→ -5.1 | 9.4 | -7.1
O=C1CCN(c2ncnc3sccc23)CCN1
→ x | 9.7 | -2.9
N#Cc1c(-c2ccc(O)cc2)c2c([nH]c1=S)CCC2
→ -1.1 | -0.5 | 0.3
CCOC(=O)CCCSc1nnc(-c2ccccc2F)n1-c1ccc(C)cc1
→ -4.2 | -3.7 | -2.2
Cc1ccc2[nH]cc(C3CCN(S(=O)(=O)c4cccc(OC(F)(F)F)c4)CC3)c2c1
→ -8.3 | 37.1 | -6.0
CCCCC1C=CCN1S(=O)(=O)NCc1ccccc1 (stereo not given)
→ x | 4.5 | -1.1
Cc1ccc(C2=N/C(=C\C(Cl)=C\c3ccccc3)C(=O)O2)cc1C
→ x | 1.1 | -3.1
O=C(NCc1ccco1)NCc1cccnc1Oc1cccc(C(F)(F)F)c1
→ x | 0.5 | -7.3
Cc1ccccc1Nc1nc(NCC2CCCO2)nc2c1cnn2-c1ccccc1 (stereo not given)
→ -7.1 | 5.8 | -1.7
COc1cc(Br)cc2cc(C(=O)NNC(=O)c3ccncc3)c(=O)oc12
→ x | 0.4 | -4.0
COc1ccc(-c2nc3ccc(Cl)cc3c(=O)o2)cc1OC
→ -5.9 | -4.6 | -3.0
O=C(c1cccs1)N1CCC(c2nc(-c3ccncc3)no2)CC1
→ 2.4 | -8.2 | 1.3
Cc1ccc(C)c(CN(CCN2CCOCC2)CC(O)COCc2ccco2)c1 (stereo not given)
→ -4.3 | 19.5 | -1.2
C[C@H]1C(=O)CCC2[C@]3(C)CC[C@@]4(C)C5CC(C)(C)CC[C@]5(C)CC[C@]4(C)C3CC[C@@]21C (stereo not given in full)
→ -3.9 | x | -3.7
COc1cccc(NC(=O)Nc2ccc(N3CCc4ccccc4C3)c(C(=O)NC3CC3)c2)c1
→ -3.5 | -0.5 | -4.9
Cc1cccc(OCC(=O)NC(c2ccccc2)c2nccn2C)c1 (stereo not given)
→ x | 7.8 | -0.6
Cc1ccc(S(=O)(=O)NC2CCSc3c(F)cccc32)cc1C (stereo not given)
→ -1.7 | 4.0 | -5.8
O=C(CC1CCCC1)N1CCC(Oc2cccc(C(=O)N3CCOCC3)c2)CC1
→ x | 12.3 | -1.3
O=C(N1CCOCC1)N1CCN(c2nccc(CCC(F)(F)F)n2)CC1
→ x | -9.4 | -5.0
C=C(Br)CNC(=O)Nc1ccc(NC(=O)C(C)C)cc1
→ x | 5.6 | -5.9
Brc1ccc(-c2nnc(CSc3nc4ccccc4o3)o2)cc1
→ 0.3 | -2.3 | 0.2
CSCc1cccc(C(=O)Nc2nnc(C3CC3)s2)c1
→ -5.9 | 6.5 | -3.2
